F508del corr: correctors of CFTR F508del function in bronchial epithelial cells; CFBE cells, YFP halide quenching; stimulated with forskolin plus potentiator P3; % fluorescence drop versus neutral controls; activity (quench increase), % at 7.58 µM; 0.36% of 350,000 active; AID 720511;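 active = mean added fluorescence quench of at least 8% versus neutral control, with both replicates also reaching 8%; inconclusive = only one of the mean or replicate conditions met; inactive = mean below 8% and not both replicates reaching 8%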;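 also: cells transiently co-express mutant CFTR-F508del with the halide-sensitive YFP; corrector assay measuring rescue of mutant channel to the surface after 24 h compound exposure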
ERp5 block: blocks human ERp5 reductase activity on insulin; 0.05% of 350,000 active; ERp5 insulin aggregation, absorbance 650 nm, 90 min; inhibition, % at 9.99 µM; Q15084;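 active = mean replicate inhibition above about 25%, with every replicate also reaching it, limit read from the data, passing the limit was not always enough; inconclusive = only one of those two criteria met; inactive = neither criterion met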
Target sequence (Q15084 whole entry, looked up): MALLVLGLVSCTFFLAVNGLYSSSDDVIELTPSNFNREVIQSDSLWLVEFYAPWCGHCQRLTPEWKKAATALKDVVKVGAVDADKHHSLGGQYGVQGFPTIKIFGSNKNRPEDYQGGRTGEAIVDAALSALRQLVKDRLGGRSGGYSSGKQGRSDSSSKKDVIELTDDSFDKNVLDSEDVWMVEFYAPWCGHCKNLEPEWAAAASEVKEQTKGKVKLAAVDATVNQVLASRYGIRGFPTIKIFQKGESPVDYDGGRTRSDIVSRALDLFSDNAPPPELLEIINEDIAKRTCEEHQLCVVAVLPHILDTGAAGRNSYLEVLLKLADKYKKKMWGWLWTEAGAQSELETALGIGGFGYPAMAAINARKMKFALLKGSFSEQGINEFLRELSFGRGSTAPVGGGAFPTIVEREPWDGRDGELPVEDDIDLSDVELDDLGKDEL
miR122 inh: inhibitors of miR-122 in Huh7 cells. Huh7 miR-122 Renilla luciferase sensor, 48 h; neutral wells = 0, positive control = 100. activation (reporter increase), % at 12.5 µM. 0.3% of 340,000 active. AID 602342;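 active = mean replicate activation score at least 90 and every replicate individually at or above 90; inconclusive = only one of the two criteria met; inactive = neither criterion met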;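 also: higher luciferase means less miR-122 activity so hits act as miR-122 inhibitors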
SIRT5 inh: sirtuin-5 (human) deacylase inhibition; Q9NXA8; Purified SirT5, succinyl-peptide AMC, trypsin-coupled fluorescence; inhibition, % at 15 µM; 1.1% of 330,000 active; AID 652115; in the data active = inhibition above about 15%; inconclusive = no clear call, values can overlap the other calls
Target sequence (Q9NXA8 whole entry, looked up): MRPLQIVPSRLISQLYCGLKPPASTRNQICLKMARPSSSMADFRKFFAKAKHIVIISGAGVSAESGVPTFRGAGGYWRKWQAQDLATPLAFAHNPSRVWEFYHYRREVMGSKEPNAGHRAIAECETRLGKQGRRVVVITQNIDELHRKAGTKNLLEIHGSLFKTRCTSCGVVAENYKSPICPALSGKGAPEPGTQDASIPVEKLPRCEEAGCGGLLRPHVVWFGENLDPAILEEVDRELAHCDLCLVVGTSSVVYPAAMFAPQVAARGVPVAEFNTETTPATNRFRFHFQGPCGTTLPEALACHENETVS
CASP6 VEID inh: inhibitors of human caspase-6. AID 686996. inhibition, % at 12.5 µM. 0.53% of 350,000 active. purified caspase-6, Z-VEID-R110 cleavage fluorescence;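 active = mean inhibition across replicates at least about 35%, with every replicate also reaching that limit, limit read from the data; inconclusive = only one of the two criteria met; inactive = neither criterion met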;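 also: 0% = median of neutral control wells and 100% = no fluorescence left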
Target sequence (P55212 24-179 limits assumed): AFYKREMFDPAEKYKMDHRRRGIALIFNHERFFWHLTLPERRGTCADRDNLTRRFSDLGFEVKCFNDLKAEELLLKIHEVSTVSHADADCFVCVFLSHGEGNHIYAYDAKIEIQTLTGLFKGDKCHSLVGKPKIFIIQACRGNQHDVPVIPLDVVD
Target sequence (P55212 194-293 limits assumed): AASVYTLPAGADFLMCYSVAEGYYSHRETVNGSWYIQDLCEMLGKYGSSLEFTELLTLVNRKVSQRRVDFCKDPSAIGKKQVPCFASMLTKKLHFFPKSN
ERAP1 inh: ERAP1 (human) enzyme inhibition | 0.15% of 340,000 active | recombinant ERAP1, Leu-AMC fluorescence, 60 min | Q9NZ08 | inhibition, % at 10.7 µM;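 active = mean replicate inhibition of at least 30%, or all replicates individually reaching that 30% level; inactive = mean below 30% and not every replicate reaching it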;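 also: 0% = neutral control wells and 100% = L-leucinethiol positive control wells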
DENV2 CPE: inhibitors of DENV2 cytopathic effect; DENV2-infected cells, cytopathic effect rescue, plate reader; 1.7% of 350,000 active; CPE inhibition, % at 9.99 µM; in the data active = CPE inhibition above about 20%, passing the limit was not always enough; inconclusive = no clear call, values can overlap the other calls; tested in BHK-21 cells;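 also: 0% = median of neutral control wells and 100% = median of positive control wells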
The depositor's hits bear a star; ? = inconclusive; . = not tested or not shown; & = joins results of further samples; [ ] = dose if it differs, or a comment.

SMILES	F508del corr	ERp5 block	miR122 inh	SIRT5 inh	CASP6 VEID inh	ERAP1 inh	DENV2 CPE
CCCN(C)C1CN(Cc2cn(Cc3cccc(C(F)(F)F)c3)nn2)S(=O)(=O)C1 (configuration not stated)	-2.4	10	.	-6	-1	.	?
Cc1ccccc1C(=O)NC(CC(C)C)C(=O)NCC(C)(C)N1CCOCC1 (configuration not stated)	1.9	-1	1	-2	0	-3	-8
CCOc1ccc(CN(C)C(=O)[C@H](C)NC(=O)c2ccco2)cc1OC	4.4	-3	.	.	3	5	11
CN(CC(=O)Nc1cccc(F)c1)C(=O)c1ccc(N2CCCC2)c([N+](=O)[O-])c1	1.5	4	13	-1	3	-1	2
C[C@H]1CN([C@@H](C)CO)C(=O)c2cccc(NC(=O)c3cnccn3)c2O[C@@H]1CN(C)C(=O)Nc1ccc(C(F)(F)F)cc1	-3.0	10	0[16.7 µM]	-1	0	0	?
O=C(O)CC(c1cccc(O)c1)N1Cc2ccccc2C1=O (configuration not stated)	3.4	4	3	-2	-1	-3	-2
Cn1cnc(S(=O)(=O)N2CCCCN3[C@H](CO)[C@H](c4ccc(-c5ccc(F)cc5)cc4)[C@@H]3C2)c1	1.0	-2	-5[16.7 µM]	1	-3	2	-13
O=C(CN1CCOCC1)N[C@@H]1CC[C@H](CCNC(=O)Nc2cc(F)ccc2F)O[C@H]1CO	1.3	-2	.	-4	0	0	-11
COc1cccc(NC(=O)NC2(C(=O)N3CCC(O)CC3)CCCCC2)c1	-0.2	-2	.	3	-1	-7	-4
C[C@H]1CN([C@@H](C)CO)S(=O)(=O)c2ccc(-c3ccccc3)cc2O[C@@H]1CN(C)C(=O)CC1CC1	0.6	-1	35[16.7 µM]	1	-2	1	-10
CN(Cc1ccco1)c1ncnc2ccc(-c3ccc4c(c3)OCO4)cc12	-4.4	9	.	4	3	-3	.
COC(=O)C[C@@H]1CC[C@@H](NC(=O)c2ccccc2)[C@@H](CO)O1	0.4	-2	.	-2	6	-1	0
Nc1cc(=O)c2[nH]cnc2[nH]1	-4.5	0	.	-2	0	-7	3
CCCCc1nnc(NC(=O)c2ccc(OCc3c(C)noc3C)cc2)s1	1.7	10	.	0	0	0	5
CN(Cc1ccccc1)S(=O)(=O)c1ccc(NC(=S)NC(=O)C2CCCC2)cc1	14*	5	124*	0	0	-2	3
Cc1cccc(N2CCN(C(=O)c3ccccc3NC(=O)C3CCCCC3C(=O)O)CC2)c1 (configuration not stated)	.	3	6	-3	0	-2	2
CCOc1ccccc1N1CCN(C(=O)CC(C)C)CC1	.	5	6	-3	6	2	-12
O=C(c1cc2cc(F)ccc2[nH]1)N(Cc1cccnc1)CC1CCCN(C2CCCCC2)C1 (configuration not stated)	3.3	-2	71	2	-11	-3	-2
Cc1ccc(Cn2nc(C)c(C(=O)NCC(c3ccc(F)cc3)N3CCOCC3)c2Cl)cc1 (configuration not stated)	-0.8	1	-14	-2	-1	-1	-3
CCOC(=O)c1c(NC(=O)CSc2ncnc3ccccc23)sc(C(C)=O)c1C	2.1	-10	.	-2	1	-2	1

An excerpt of these results, in CSV form:
SMILES,F508del corr,ERp5 block,miR122 inh,SIRT5 inh,CASP6 VEID inh,ERAP1 inh,DENV2 CPE
CN(Cc1ccco1)c1ncnc2ccc(-c3ccc4c(c3)OCO4)cc12,-4.4,9,.,4,3,-3,.
CCCCc1nnc(NC(=O)c2ccc(OCc3c(C)noc3C)cc2)s1,1.7,10,.,0,0,0,5
Nc1cc(=O)c2[nH]cnc2[nH]1,-4.5,0,.,-2,0,-7,3
CCCN(C)C1CN(Cc2cn(Cc3cccc(C(F)(F)F)c3)nn2)S(=O)(=O)C1 (configuration not stated),-2.4,10,.,-6,-1,.,?
Cn1cnc(S(=O)(=O)N2CCCCN3[C@H](CO)[C@H](c4ccc(-c5ccc(F)cc5)cc4)[C@@H]3C2)c1,1.0,-2,-5[16.7 µM],1,-3,2,-13

Other structures follow.
SMILES	F508del corr	ERp5 block	miR122 inh	SIRT5 inh	CASP6 VEID inh	ERAP1 inh	DENV2 CPE
Cc1cccc(S(=O)(=O)N2C[C@@H]3N[C@H](C2)C3c2ccc(-c3ccncc3)cc2)c1 (some centres not stated)	3.4&0.6	5&5	.	6&2	-1&-1	3&0	10&15
O=C(O)C1(C(=O)O)CCCC1	1.3	4	-2	-2	-2	-5	5
O=C(Nc1nc2ccc(F)cc2s1)c1ccc(N2CCCC2=O)cc1	0.7	14	-6	-1	11	-3	4
N/C(=N\OC(=O)COc1ccc(Cl)cc1Cl)c1ccncc1	1.6	1	0	-1	0	2	-1
Cc1ccccc1Nc1nnc(SCC(=O)c2c(N)n(C)c(=O)n(C)c2=O)s1	1.3	1	.	.	-2	3	8
CCc1ccc(NC(=S)Nc2ccc(S(=O)(=O)Nc3ncccn3)cc2)cc1	-1.9	3	-1	1	-2	1	0
COC(=O)c1ccc(CSc2nc3c(c(=O)n2-c2ccccc2)SCC3)o1	-1.0	-5	.	6	2	5	-3
CC(C)NC(=O)N(C)C[C@H]1Oc2ccc(NS(=O)(=O)c3cn(C)cn3)cc2CC(=O)N([C@H](C)CO)C[C@@H]1C	-1.6	-5	4[16.7 µM]	-6	0	0	3
CCOc1ccccc1CN1CCN(Cc2ccc(C)o2)C(CCO)C1 (configuration not stated)	1.5	1	.	2	-1	-1	-7
CO[C@H]1CC[C@H]2CCOc3ccc(C#N)cc3C(=O)N(C)C[C@H](OC)[C@H](C)C(=O)N(C)C[C@@H]1O2	.	2	.	-3	-7	-3	16
COCc1nnc(NC(C)=O)s1	-0.8	1	.	-5	0	9	5
NCC[C@@H]1CC[C@H](NC(=O)Nc2ccc(F)cc2)[C@H](CO)O1	-2.5	3	.	-2	2	-1	-2
O=c1c2ccccc2nc(/C=C/c2ccccc2)n1CCc1ccccc1	.	-9	.	-2	0	2	.
COc1ccc(N(C(=O)c2ccco2)C(C(=O)NC2CCCC2)c2ccc(N3CCOCC3)cc2)c(OC)c1 (configuration not stated)	-0.4	7	.	-1	2	-2	6
COc1ccc(C#Cc2ccc3c(c2)O[C@@H](CN(C)C(=O)c2ccccn2)[C@H](C)CN([C@H](C)CO)S3(=O)=O)cc1	4.4	-1	23[16.7 µM]	4	0	-2	2
CO[C@@H]1CN(C)C(=O)c2ccc(NC(=O)Nc3cc(F)ccc3F)cc2OC[C@@H](C)N(C(=O)c2cnccn2)C[C@H]1C	-0.9	1	.	1	1	2	-5
Cc1ccc(NC(=O)CN(C)C(=O)/C=C/c2ccc3c(c2)OCO3)cc1	3.7	8	8	5	2	1	3
N#CC(C#N)=C1SC(=Nc2ccccc2)C(=Nc2ccccc2)N1c1ccccc1	3.2	-3	.	10	0	1	-4
O=C(C[C@@H]1C=C[C@@H](NS(=O)(=O)c2ccc(F)cc2)[C@H](CO)O1)NCc1ccc(Cl)c(Cl)c1	-0.5	-1	.	-7	0	1	0
Cc1noc(C)c1NC(=O)N(C)C[C@@H]1OCc2cnnn2CCCC(=O)N([C@H](C)CO)C[C@@H]1C	0.7&-1.4	0&0	-2	-5&-5	-2&-1	-1&1	3
CCCCc1cc(=O)oc2cc(OC(C)C(=O)NCC3CCC(C(=O)O)CC3)c(Cl)cc12 (configuration not stated)	-1.8	0	3	-1	-1	-11	-9
CCCNC(=O)C[C@@H]1CC[C@H]2[C@@H](COC[C@H](O)CN2C(=O)Nc2ccccc2OC)O1	-1.2	-11	-2[16.7 µM]	-7	-1	0	9
COc1ccc(-n2nnnc2SCC(=O)Nc2cc(OC)c([N+](=O)[O-])cc2C)cc1	-0.9	4	.	-1	4	6	.
CNC[C@@H]1Oc2c(NC(=O)Nc3ccccc3)cccc2C(=O)N([C@@H](C)CO)C[C@H]1C	0.4&-0.9	5&3	-3[16.7 µM]	-2&-2	1&3	2&-1	-5&-7
COCC(=O)N(C)C[C@H]1Oc2cc(C#Cc3cccnc3)ccc2S(=O)(=O)N([C@@H](C)CO)C[C@@H]1C	2.9	3	-55[16.7 µM]	2	-1	-2	-5
O=C1NC(Cc2ccc(O)cc2)c2nc3cc(Cl)ccc3c(=O)n2-c2cc3ccccc3cc21 (configuration not stated)	1.8	-2	3	-4	5	4	5
O=C(CNC(=O)c1ccc(Cl)c([N+](=O)[O-])c1)OC1CCCCC1=O (configuration not stated)	-2.5	1	-3	-1	6	-2	-10
O=C(C[C@@H]1CC[C@@H]2[C@H](COC[C@@H](O)CN2Cc2cccc(F)c2)O1)NCc1cccc(F)c1	0.0	1	-4[16.7 µM]	-3	-2	1	-1
CCC(=O)Nc1ccc2c(c1)OC[C@H](C)N(Cc1ccncc1)C[C@@H](C)[C@@H](OC)CN(C)C2=O	0.7	-3	1[16.7 µM]	3	1	-6	?
CC1CCCC(C)N1C(=O)Cn1nnc(-c2ccc([N+](=O)[O-])cc2)n1 (configuration not stated)	1.5	0	-8	.	2	0	2
O=C(C[C@@H]1CC[C@@H]2[C@H](COC[C@H](O)CN2S(=O)(=O)c2ccc(F)cc2)O1)NCCN1CCCCC1	0.7	-3	8[16.7 µM]	11	-4	0	-2
COc1ccc(/C=N/NC(=O)c2ccc(CN3C(=O)c4cccc5cccc3c45)cc2)cc1O	-0.9	-5	.	-2	2	-1	-1
COc1ccc2c3c([nH]c2c1)[C@@H](CO)N(Cc1ccc(Cl)cc1)CC31CCN(Cc2ccccc2)CC1	-1.0	4	.	.	.	2	-4
COCC(=O)N1[C@@H](C#N)[C@@H](c2ccc(C#Cc3ccccc3F)cc2)[C@@H]1CO	0.6	4	.	0	1	-2	15
CC1CCC(C(C)C)C(OC(=O)Cn2c(-c3ccc(F)cc3)[n+](C)c3ccccc32)C1 (configuration not stated)	7.7	-1	.	1	7	11	-9
C[C@@H]1CN([C@@H](C)CO)C(=O)c2cc(NC(=O)CCCN(C)C)ccc2O[C@@H](C)CCCCO[C@H]1CN(C)C(=O)Nc1cccc2ccccc12	-0.1	-2	-7[16.7 µM]	-4	1	-2	-7
O=C(Cc1ccc(Cl)cc1)NC1CCCCCC1	1.2	-3	0	0	-2	-1	-4
CC(C)NC(=O)Nc1ccc2c(c1)C(=O)N([C@@H](C)CO)C[C@@H](C)[C@H](CN(C)C(=O)c1ccccc1)OCCCC[C@@H](C)O2	0.1	5	-11[16.7 µM]	-3	0	-4	?
O=C1CCCCC1(c1ccccc1)c1ccccc1	2.7	1	-4	-2	-5	-5	-5
CCOc1ccc(S(=O)(=O)Nc2cc(F)ccc2F)c2cccnc12	-2.7	3	39	-3	23	-1	5
O=C(CN1C(=O)C(=O)N(C2CCCC2)C1=O)Nc1ccc(N2CCOCC2)cc1	-4.3	10	-6	-5	-4	-1	0
COc1cc2c(cc1OC)C(C)N(S(=O)(=O)c1cn(C)cn1)CC2 (configuration not stated)	.	0	-2	-1	0	-1	0
Cc1ccc(C(=O)NCC(=O)N2CCN(c3ccccc3O)CC2)s1	-0.7	1	-4	.	0	-2	-8
C1CC2CN(c3nc4nonc4nc3N3CCSCC3)CCN2C1 (configuration not stated)	-1.6	-6	.	2	-1	0	-2
CCOc1ccccc1NC(=O)CN(c1ccc(OC)cc1OC)S(=O)(=O)c1ccccc1[N+](=O)[O-]	0.1	-2	-1	0	1	2	-7
CC(C)C(C)(C#N)NC(=O)CSc1nc2scc(-c3ccccc3)c2c(=O)[nH]1 (configuration not stated)	0.8	-1	-1	.	3	1	-2
CN(Cc1nccs1)C(=O)C1CCC(=O)N(CCCc2ccccc2)C1 (configuration not stated)	2.2	-7	7	-10	1	-1	11
CCC(=O)N1CCc2cc(S(=O)(=O)CCC(=O)N3CCN(c4ccc(C(C)=O)cc4)CC3)ccc21	-0.7	-26	3	2	2	-1	2
O=C(Nc1ccc(Cl)c(Cl)c1)N[C@@H]1CC[C@H](CCNC(=O)c2ccc(F)cc2)O[C@H]1CO	-0.5	-2	3[16.7 µM]	-6	-1	-1	-3
Cc1ccc(CSc2nc3nc(C)cc(C)n3n2)cc1	2.3	3	2	-2	0	-3	-9
COc1ccc(OC)c(NC(=O)C2CCCN2C(=O)C2CCC(C)CC2)c1 (configuration not stated)	-1.8	3	-1	.	1	.	1
